Screening data from PubChem.
Epigenetic reg: regulators of epigenetic silencing causing reporter derepression in mouse cells; murine LDR cells, GFP reporter derepression, 30 h; Potency, µM (series often up to 53.9 µM), for the others: at the top dose GFP activation, most hits filed as activators; hit rate 0.2% among 280,000; AID 1865; note: potency is the fitted concentration of half-maximal effect; % of control where 0% means no effect; nearly all actives have a fitted effect of over 60% in size
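Murine LDR cells carrying a silenced, genomically integrated CMV-driven GFP reporter were exposed to compound for 30 hours at 37 C. After PBS washes, GFP-positive cells (20–120 um objects) were counted by laser-scanning microplate cytometry.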
Tau fluor counter: counter-screen for tau fibril formation inhibitors; tau K18 P301L Alexa594 fluorescence, heparin fibrillization; Potency, µM (series often up to 57.7 µM), inactives show top-dose activity change, negative = decrease; hit rate 0.93% among 280,000; note: potency is the fitted concentration of half-maximal effect; % is set by controls: 0 for no effect and ±100 for the full control effect; nearly all actives have a fitted effect of over 55% in size
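Human tau K18 P301L (15 uM unlabeled, 0.24 uM Alexa 594-labeled) in 100 mM sodium acetate pH 7 with 20 uM heparin, 6 hr at 37 C. ThT 30 uM added, 1 hr ambient; Alexa 594 FP and total fluorescence read at 555/632 nm.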
GLA spleen mod: inhibitors or activators of human alpha-galactosidase in spleen homogenate; human spleen homogenate, 4MU-alpha-Gal fluorescence, 40 min; hit rate 0.008% among 240,000; Potency, µM (doses to about 80 µM), inactives show at the top dose activity change, negative = inhibition, hits mostly inhibitors; P06280;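 note: potency is the fitted concentration of half-maximal effect; 0% = enzyme with vehicle and -100% = no enzyme basal signal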
Target sequence (P06280 32-429 limits assumed): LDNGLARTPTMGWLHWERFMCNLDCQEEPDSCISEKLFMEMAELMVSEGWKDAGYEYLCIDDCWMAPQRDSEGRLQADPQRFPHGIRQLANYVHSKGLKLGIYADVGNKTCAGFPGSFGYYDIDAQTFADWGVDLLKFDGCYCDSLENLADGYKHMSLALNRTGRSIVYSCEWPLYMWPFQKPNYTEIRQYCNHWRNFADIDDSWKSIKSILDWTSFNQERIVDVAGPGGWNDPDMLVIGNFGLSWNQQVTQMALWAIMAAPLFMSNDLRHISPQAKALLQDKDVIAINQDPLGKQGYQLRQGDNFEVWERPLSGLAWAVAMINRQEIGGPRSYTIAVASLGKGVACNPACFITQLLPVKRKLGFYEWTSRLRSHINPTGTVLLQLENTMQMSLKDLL
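Human spleen homogenate (1 ug) was the enzyme source, with 4-methylumbelliferyl-alpha-D-galactopyranoside (1 mM final) in pH 5.0 citrate buffer with 0.01% Tween-20. Compounds were titrated; after 40 min at 37C, NaOH/glycine stop, 4-MU fluorescence read; AC50 from Hill fits.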
TexasRed fluor: Texas Red fluorescence interference in TRb-SRC2 counter-screen; Potency, µM (series often up to 106 µM), without a hit: at the top dose fluorescence change, negative = quenching; TRb/SRC2 Texas Red total fluorescence interference; hit rate 0.29% among 280,000; AID 1479; active = well fitted curve in either direction with a large enough effect; inconclusive = small, poorly fitted or top-dose-only effect; note: potency is the fitted concentration of half-maximal effect; % is set by controls: 0 for no effect and ±100 for the full control effect
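Flags fluorescent or light-absorbing compounds by total fluorescence, S + 2P, at 555 nm excitation and 632 nm emission. Mixture: 20 nM Texas Red SRC2 peptide, 0.6 uM human TRb LBD, 1 uM T3, 5% DMSO; compound exposure 5 h at ambient temperature.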
TRb-SRC2 inh: inhibitors of human thyroid hormone receptor beta-SRC2 interaction; P10828; hit rate 0.065% among 280,000; AID 1469; TRbeta-SRC2 peptide binding, fluorescence polarization; receptor liganded with 1 µM T3; Potency, µM (doses to about 106 µM), without a hit: at the highest dose activity change, negative = inhibition, hits mostly inhibitors;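 note: potency is the fitted concentration of half-maximal effect; plate controls were bound peptide for no effect and peptide without receptor for full effect; nearly all actives have a fitted effect of over 50% in size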
Target sequence (P10828 whole entry, looked up): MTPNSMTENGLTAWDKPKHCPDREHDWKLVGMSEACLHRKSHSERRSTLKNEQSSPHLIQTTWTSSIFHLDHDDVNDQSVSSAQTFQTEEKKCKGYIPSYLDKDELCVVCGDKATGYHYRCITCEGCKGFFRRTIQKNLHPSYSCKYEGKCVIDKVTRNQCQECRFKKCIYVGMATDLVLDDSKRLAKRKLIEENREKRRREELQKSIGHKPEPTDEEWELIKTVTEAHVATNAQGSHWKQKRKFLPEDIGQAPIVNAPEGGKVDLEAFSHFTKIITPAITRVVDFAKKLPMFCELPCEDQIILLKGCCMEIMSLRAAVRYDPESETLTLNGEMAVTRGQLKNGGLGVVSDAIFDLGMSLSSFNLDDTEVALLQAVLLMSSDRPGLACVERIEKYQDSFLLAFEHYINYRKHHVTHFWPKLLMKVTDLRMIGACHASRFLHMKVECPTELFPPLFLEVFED
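Decrease in fluorescence polarization of 20 nM Texas Red SRC2 coactivator peptide flagged inhibition of its binding to 0.6 uM TRb LBD; 1 uM T3 included, incubation 5 hr, ex 555/em 632 nm.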
NPSR antagonist: neuropeptide S receptor (human) antagonism, cAMP; Q6W5P4; CHO-NPSR cells, cAMP TR-FRET, antagonist mode; Potency, µM (titrated, usually from 38.3 µM), for inactives: at the highest dose activity change, negative = inhibition, actives largely listed as inhibitors; hit rate 1% among 220,000; note: potency is the fitted concentration of half-maximal effect; % is set by controls: 0 for no effect and ±100 for the full control effect; nearly all actives have a fitted effect of over 50% in size; many of its hits are not listed in these tables
Tau FP inhib: inhibitors of human tau fibril formation; K18 P301L tau heparin fibrillization, Alexa594 FP, 6 h; Potency, µM (titrated, usually from 57.7 µM), for the others: top-dose activity, negative = inhibition, actives largely listed as inhibitors; P10636; hit rate 0.39% among 280,000; note: potency is the fitted concentration of half-maximal effect; % is set by controls: 0 for no effect and ±100 for the full control effect; nearly all actives have a fitted effect of over 55% in size
Target sequence (P10636 561-689 P618L limits assumed): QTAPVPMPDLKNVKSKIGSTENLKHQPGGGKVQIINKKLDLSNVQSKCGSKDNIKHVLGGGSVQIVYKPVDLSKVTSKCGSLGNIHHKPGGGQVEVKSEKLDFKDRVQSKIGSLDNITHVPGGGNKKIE
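Quantitative HTS format: compounds meet 15 uM recombinant K18 P301L tau and Alexa 594-tau tracer in 100 mM sodium acetate pH 7; 20 uM heparin triggers fibrillization at 37 C over 6 hr; FP gives the signal.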
CBFb-RUNX1 inh: CBF-beta/RUNX1 interaction disruption; AlphaScreen CBFb-His/RUNX1-biotin binding, biochemical; Potency, µM (doses to about 59.8 µM), inactives show at the highest dose activity, negative = inhibition, actives largely listed as inhibitors; 230,000 tested, under 10 active; note: % of control where 0% means no effect
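Interaction loss through any mechanism counts as activity. Pre-formed complex of His-CBF-beta and biotin-RUNX1 (30 nM apiece) is incubated with compound 15 min, then with 50 ng nickel and 50 ng streptavidin beads for 90 min before AlphaScreen detection.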
* hit, by the source's call; ? = inconclusive; . = not tested or not shown; [ ] = another dose, or the depositor's remark. Unless noted, calls come from the whole dose curve; as a rule, active = well fitted curve in the direction sought with a large enough effect; inconclusive = small, poorly fitted or top-dose-only effect, or another doubt; inactive = no such curve, though single readings can be large; an effect the other way counts as inactive or inconclusive.

SMILES | Epigenetic reg | Tau fluor counter | GLA spleen mod | TexasRed fluor | TRb-SRC2 inh | NPSR antagonist | Tau FP inhib | CBFb-RUNX1 inh
O=C(C1=C[C@H](c2ccc(C(F)(F)F)cc2)C[C@H](OCc2ccc(CO)cc2)O1)N1CCN(Cc2ccccc2)CC1 | 9.0% | -11% | 1% | 0% | -7% | ? | 4% | 16%
CCC(=O)NC(=S)NNC(=O)c1ccc(OC)cc1 | -0.9% | 2% | 2% | -6% | 2% | 1%[46.1 µM] | 0% | -4%
Cc1oc(C(C)(C)C)cc1C(=O)Nc1ccc(N2CCOCC2)cc1 | -1.4% | -27% | 5% | 2% | 7% | 3%[7.67 µM] | 7% | -7%
O=C(Nc1nnc(C2CC2)s1)C1Cc2ccccc2CN1S(=O)(=O)c1ccccc1F (stereo not given) | 4.8% | -22% | 2% | -2% | -3% | -14%[46.1 µM] | 1% | -18%
COC(=O)c1ccc(C)c(NS(=O)(=O)c2ccc(NC(C)=O)cc2)c1 | -0.9% | -10% | 7% | -1% | -16% | -9%[46.1 µM] | -7% | 1%
O=C1COc2ccc(C(=O)NCc3ccc4c(c3)OCO4)cc2N1 | 0.0% | -2% | 5% | -3% | -10% | -2%[46.1 µM] | -3% | 9%
CC(=O)c1ccc(Nc2ccc(-c3ccccc3F)nn2)cc1 | 6.6% | -28% | 3% | 2% | 0% | -6% | 7% | 12%
O=C(CSc1nnc(Cc2cccs2)n1Cc1ccco1)Nc1cccc(Cl)c1 | -6.3% | -16% | 0% | -2% | -6% | 8%[46.1 µM] | -7% | -7%
CN1CCN(CCOc2ccc(Cl)c(Cl)c2)CC1 | -1.9% | -4% | 0% | -3% | -1% | 12% | 13% | 4%
S=C(Nc1cccc(Br)c1)N1CCn2cccc2C1c1cccnc1 (stereo not given) | 6.5% | -30% | 8% | -1% | 0% | -59% | -1% | -9%

2 entries from above, set out differently:
Fields: Epigenetic reg | Tau fluor counter | GLA spleen mod | TexasRed fluor | TRb-SRC2 inh | NPSR antagonist | Tau FP inhib | CBFb-RUNX1 inh
O=C(C1=C[C@H](c2ccc(C(F)(F)F)cc2)C[C@H](OCc2ccc(CO)cc2)O1)N1CCN(Cc2ccccc2)CC1
 : 9.0% | -11% | 1% | 0% | -7% | ? | 4% | 16%
CCC(=O)NC(=S)NNC(=O)c1ccc(OC)cc1
 : -0.9% | 2% | 2% | -6% | 2% | 1%[46.1 µM] | 0% | -4%

Remaining list, next part:
SMILES | Epigenetic reg | Tau fluor counter | GLA spleen mod | TexasRed fluor | TRb-SRC2 inh | NPSR antagonist | Tau FP inhib | CBFb-RUNX1 inh
CC(=O)NC(C)C(=O)OCc1ccc(Cl)cc1Cl (stereo not given) | 2.4% | -5% | 7% | 1% | -4% | 3%[46.1 µM] | -10% | 9%
COc1ccc(OC)c(S(=O)(=O)Nc2ccc3c(c2)C(=O)OC3)c1 | 0.1% | 0% | -8% | -1% | -3% | 6% | 0% | 10%
Cc1ccccc1NC(=S)NCc1ccccc1 | 1.1% | 2% | -9% | -3% | 2% | 1% | 3% | 2%
Cc1ccc(C2C3=C(CC(C)(C)CC3=O)Nc3onc(C)c32)cc1 (stereo not given) | -1.0% | -13% | 0% | -2% | -17% | -6%[46.1 µM] | 8% | 1%
O=C(Nc1ccon1)c1cc2c(s1)CCCCCC2 | 0.0% | -12% | -4% | 3% | 0% | -5%[46.1 µM] | 6% | 6%
CCN1C(=O)C(O)(CC(=O)c2cc(C)ccc2C)c2ccccc21 (stereo not given) | -1.0% | -3% | 4% | -1% | -19% | -8%[46.1 µM] | 3% | 4%
CC(/C=N/NC(=O)c1ccncc1)=C\c1ccccc1 | 1.1% | -3% | 6% | -2%[53 µM] | -8%[53 µM] | -19%[46.1 µM] | 0% | -1%
CSc1ccc(-c2nc(O)c3cnccn23)cc1 | -1.2% | -8% | 0% | -2% | -4% | 44% | -2% | 22%
CCc1ccc(OCC(=O)Nc2ccc(-c3cc4ccccc4oc3=O)c(OC)c2)cc1 | 2.1% | -24% | ? | 2% | -3% | 6% | -8% | ?
CCOC(=O)C1=C(c2ccccc2)NC(=O)NC1c1ccc(N(C)C)cc1 (stereo not given) | ? | -13% | -4% | -2% | 6% | -37%[46.1 µM] | -1% | 3%
O=c1c(O)c(-c2ccc(O)cc2)oc2ccccc12 | -0.2% | -24% | 4% | -1% | 7% | . | -6% | 15%
O=C(NC1CCS(=O)(=O)C1)c1cccnc1 (stereo not given) | -1.3% | -13% | 1% | -1% | -3% | 17% | ? | -4%
COc1ccccc1/C=C/C=C1N=C(/C=C/c2ccc(Cl)cc2)OC/1=O | 0.0% | -10% | -7% | 1% | 9% | -15% | -4% | -6%
CCOC(=O)C1=C(CC)Nc2ccccc2N=C1NC(=O)c1ccc(OC)c(S(=O)(=O)N2CCCCC2C)c1 (stereo not given) | 0.6% | -8% | -13% | -1% | -4% | -43% | -8% | -2%
CCCN1C(=S)SC(C)(C)C1/[N+]([O-])=C/c1cccnc1 (stereo not given) | 0.1% | 0% | 0% | 0% | -19% | -24%[46.1 µM] | 0% | -1%
O=C(C/C=N/OCc1ccccc1F)c1cnc(-c2ccc(Cl)cc2)s1 | 2.0% | -6% | -7% | -2% | -1% | -18%[46.1 µM] | 5% | -10%
CC12CCC(C(=O)Nc3cc(Cl)ccc3Cl)(C(Br)C1=O)C2(C)C (stereo not given) | -2.0% | 13% | -1% | -1% | -5% | -41% | -1% | 2%
CN(C)c1ccc(C(=S)N2CCCCCC2)cc1 | -0.8% | ? | 0% | 1% | -7% | -15%[46.1 µM] | ? | -16%
CC(C)(C)c1ccc(C(=O)NC(=S)Nc2nc3c(s2)CCCC3)cc1 | 0.0% | -11% | 1% | 1% | 5% | -19% | -2% | 0%
O=C(Nc1ccccc1)C1=C[C@H](c2csc3ccccc23)C[C@H](OCc2ccc(CO)cc2)O1 | ? | -29% | -5% | 1% | 2% | ? | -13% | -10%
CCOc1ccc(NC(=O)c2ccc3c(c2)CCN3S(=O)(=O)c2ccc(Cl)cc2)cc1 | 11% | ? | . | -1% | -4% | . | -15% | .
CCC(=O)N1N=C(c2ccc(NS(C)(=O)=O)cc2)CC1c1ccc(N(C)C)cc1 (stereo not given) | -4.4% | -21% | 4% | -1% | 1% | -29% | -1% | -11%
CN(c1cccnc1)c1ncnc2[nH]ncc12 | 1.1% | -1% | 4% | -5% | -3% | -19% | 15% | 6%
O=C(c1ccccc1)N1CC(COc2ccccc2)OC(c2cccnc2)O1 (stereo not given) | -0.9% | -2% | -9% | 3% | -22% | ? | 7% | 2%
CCOC(=O)/C(C#N)=C\c1ccc(N2CCN(C)CC2)cc1 | 0.9% | -6% | -2% | -5% | -14% | 0%[46.1 µM] | 2% | 7%
CC(C)C(=O)Nc1nnc(SCC(=O)NCc2cccs2)s1 | -1.9% | -2% | -1% | 3% | -12% | -8%[46.1 µM] | -9% | 9%
O=C(NCCc1ccccc1)C1CCN(C(=O)c2ccc([N+](=O)[O-])cc2)CC1 | -0.4% | -7% | 1% | -3% | 7% | -9% | 0% | 7%
CCSc1nc2ccccc2n1CCOc1ccccc1 | -1.2% | -19% | -3% | -1% | -16% | -8%[46.1 µM] | ? | 28%
COc1ccccc1C(=O)NC(=S)/C=C1/N(C)c2ccccc2C1(C)C | 0.1% | 2% | 3% | -1% | -5% | -53% | 4% | ?
O=C(OCC(=O)c1cccs1)c1ccc(NC(=O)c2ccco2)cc1 | 1.0% | -28% | -5% | -8% | 17% | -24%[46.1 µM] | -15% | -6%
COc1ccc(S(=O)(=O)N2CCOC2CNC(=O)C(=O)NCCc2c[nH]c3ccccc23)cc1C (stereo not given) | 9.0% | ? | 2% | -2% | 5% | 9% | 11% | 6%[2.36 µM]
CCC(C)NC(=O)c1ccc2c(c1)N(Cc1ccccc1)C(=O)c1ccccc1S2(=O)=O (stereo not given) | -1.1% | -26% | . | -4% | -2% | . | -4% | .
COC(=O)C1=C(C)N=C2SC(C#N)=C(N)N2C1c1ccc(OC)cc1 (stereo not given) | -1.4% | -17% | -3% | -1% | -13% | -19%[46.1 µM] | -9% | 1%
CCOC(=O)CCc1c(C)nc(SCCN2CCCC2)c(C#N)c1C | 2.6% | -3% | 5% | -1% | -4% | -8%[46.1 µM] | -5% | 2%
CCOc1ccc2nc3sc(C(=O)N4CCOCC4)c(N)c3cc2c1 | 7.4% | ? | 3% | 0% | 0% | 14% | ? | -4%
Cc1ccccc1NC(=S)NC(NC(=O)N(C)C)C(Cl)(Cl)Cl (stereo not given) | 0.0% | -1% | 3% | 0% | -3% | -22%[46.1 µM] | 9% | 0%
CC(C)CC(=O)Nc1nnc2n1CCS2 | 0.8% | -6% | . | 2% | -6% | . | -4% | .
CCN(Cc1ccccc1)C(=O)CCNS(=O)(=O)c1ccc2c(c1)CC(C)N2C(C)=O (stereo not given) | -0.9% | -11% | . | 0% | 1% | . | -1% | .
CCOC(=O)C1CCCN(S(=O)(=O)c2cc(Br)cc3c2N(C(=O)C2CC2)CC3)C1 (stereo not given) | 0.4% | -13% | 1% | 0% | -2% | -13%[46.1 µM] | 3% | 0%
O=c1c([N+](=O)[O-])cccn1Cc1cccc(Cl)c1 | -4.1% | -12% | -2% | -1% | -2% | 2% | 0% | 1%
Cc1cccc(C(=O)NNC(=O)CN2C(=O)c3ccccc3C2=O)c1 | -1.0% | -4% | -1% | 0% | -4% | 31% | -3% | -1%
Cc1ccc(NC(=O)Cn2c(O)c(N=NC(=O)c3cc4ccccc4cc3O)c3ccccc32)cc1 | -1.1% | -22% | -9% | -11% | 7% | ? | 15% | -21%
O=C(CCn1c(=O)c2cccn2c2ccc(F)cc21)NCCc1ccc(Cl)cc1 | 0.8% | -10% | . | 8% | 4% | . | -3% | .
COC(=O)c1c(N)n(-c2ccc(N3CCOCC3)cc2)c2nc3ccccc3nc12 | -5.9% | ? | 3% | 0% | -3% | -14%[46.1 µM] | ? | -17%
O=C1NC(=O)/C(=C\c2ccc(OCc3cccc([N+](=O)[O-])c3)cc2)N1 | 1.1% | -28% | 0% | -3% | 0% | -6% | -11% | 29%
CC(=O)Nc1ccc(C(=O)c2ccccc2)cc1 | -0.1% | -4% | 0% | 0% | 9% | 3%[46.1 µM] | 6% | 1%

This is a subset; rates above refer to the full screens.
